Screens: PubChem BioAssay, National Center for Advancing Translational Sciences (NCATS)
D1 potentiator: Potentiators of Human D1 Dopamine Receptor: qHTS. HEK293 TREx D1 cells, calcium flux, dopamine EC20 potentiation. potentiation, % at 10 µM. 0.036% of 360,000 active; in the data active = potentiation above about 30%; note: 0% is about no effect
Target sequence (P21728 whole entry, looked up): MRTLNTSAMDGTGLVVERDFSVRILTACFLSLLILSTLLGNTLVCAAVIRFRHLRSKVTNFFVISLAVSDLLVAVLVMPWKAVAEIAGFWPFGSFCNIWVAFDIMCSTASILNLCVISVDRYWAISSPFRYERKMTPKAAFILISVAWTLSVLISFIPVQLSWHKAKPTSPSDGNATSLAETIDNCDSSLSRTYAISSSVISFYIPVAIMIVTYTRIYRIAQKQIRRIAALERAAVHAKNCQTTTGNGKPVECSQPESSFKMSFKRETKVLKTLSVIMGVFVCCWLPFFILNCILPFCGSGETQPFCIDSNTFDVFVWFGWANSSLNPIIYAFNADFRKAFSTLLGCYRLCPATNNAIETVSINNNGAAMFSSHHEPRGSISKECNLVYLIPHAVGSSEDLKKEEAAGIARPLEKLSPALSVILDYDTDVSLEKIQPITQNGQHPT
RXFP1 antag: qHTS Assay for Antagonists of the Relaxin Receptor RXFP1. 0.59% of 350,000 active. AID 1259400, 2018. activity change, negative = inhibition, % at 57.5 µM. HEK293-RXFP1, relaxin-stimulated cAMP HTRF, 30 min; hits give low values;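 active = activity change of -60% or lower, but not beyond a set lower limit; inconclusive = change between -60% and -40%, or beyond the set limit; inactive = change above -40%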; note: % is set by controls: 0 for no effect and ±100 for the full control effect
RXFP1 agonist: qHTS Assay for Agonists of the Relaxin Receptor RXFP1 | HEK293T-RXFP1 cAMP TR-FRET, 30 min; response scale: percent of porcine relaxin response, buffer zero | Potency, µM (doses to about 57.5 µM), inactives show top-dose activation, usual class: activators | 0.3% of 370,000 active | AID 2676, 2010; note: potency is the fitted concentration of half-maximal effect; % is set by controls: 0 for no effect and ±100 for the full control effect; nearly all actives have a fitted effect of over 60% in size; many of its hits are not listed in these tables
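Agonist response is measured as cAMP accumulation in an RXFP1-transfected HEK293T line under PDE4 inhibition. Values are scaled between buffer-only and 29 nM porcine relaxin, and EC50s come from standard Hill equation fits.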
TRHR PAM: qHTS for Small Molecule Agonists and Allosteric Enhancers of Human TRH Receptor: Primary Screen for Enhancers. TRHR cells, fluo-8 calcium fluorescence, EC20 TRH enhancement. AID 493056, 2011. enhancement, % at 2 µM. Thyrotropin-releasing hormone receptor (Homo sapiens), P34981. 0.66% of 360,000 active; in the data active = enhancement above about 30%; note: 0% is about no effect
Target sequence (P34981 whole entry, looked up): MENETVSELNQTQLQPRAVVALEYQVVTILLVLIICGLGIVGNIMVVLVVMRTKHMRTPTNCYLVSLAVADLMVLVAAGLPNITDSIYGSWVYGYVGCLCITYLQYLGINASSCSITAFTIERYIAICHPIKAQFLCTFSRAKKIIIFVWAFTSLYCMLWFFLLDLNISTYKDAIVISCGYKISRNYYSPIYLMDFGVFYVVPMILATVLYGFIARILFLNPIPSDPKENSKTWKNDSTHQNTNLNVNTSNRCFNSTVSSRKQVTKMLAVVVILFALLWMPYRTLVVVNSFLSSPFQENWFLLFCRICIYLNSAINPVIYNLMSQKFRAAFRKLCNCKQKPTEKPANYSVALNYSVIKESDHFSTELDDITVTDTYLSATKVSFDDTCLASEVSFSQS
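Enhancer read-out: after compound pinning and an initial kinetic agonist-mode read, an EC20 of TRH (10 nM final) was injected and fluo-8 calcium signal (Ex 480/Em 530) followed at 1 s/cycle for 100 cycles in TRHR-expressing cells.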
D1 antag: Antagonist of Human D 1 Dopamine Receptor: qHTS | 3.2% of 360,000 active | activity change, negative = inhibition, % at 10 µM | D(1A) dopamine receptor (Homo sapiens), P21728 | HEK293 TREx D1 cells, calcium flux, dopamine EC80; hits give low values; in the data active = activity change below about -30%; note: % is set by controls: 0 for no effect and ±100 for the full control effect
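Calcium flux readout: force-coupled, inducible Hek293 Trex D1 line, cells induced overnight at 30 C with tetracycline, dye-loaded 30–90 min at RT. Antagonism scored against EC80 dopamine challenge given 180 s after compound.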
TRHR agonist: qHTS for Small Molecule Agonists and Allosteric Enhancers of Human TRH Receptor: Primary Screen for Agonists. Thyrotropin-releasing hormone receptor (Homo sapiens), P34981. TRHR cells, calcium flux fluo-8, FDSS agonist mode. activation, % at 2 µM. 0.18% of 360,000 active. AID 493084, 2011; in the data active = activation above about 30%; note: 0% is about no effect
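TRHR-expressing cells, plated overnight in medium with 10% serum, were loaded with fluo-8 calcium dye at room temperature. After a 10 s baseline, library compound was pin-added and calcium release was recorded kinetically (ex 480/em 530) as agonist response.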
Anesthetic bind: qHTS Assay for Identification of Novel General Anesthetics; 0.074% of 350,000 active; Potency, µM (top dose mostly 77.5 µM), inactives show top-dose activity change, negative = displacement, hits mostly inhibitors; Ferritin light chain (Equus caballus), P02791; apoferritin/1-aminoanthracene competitive binding, fluorescence; note: potency is the fitted concentration of half-maximal effect; % is set by controls: 0 for no effect and ±100 for the full control effect; nearly all actives have a fitted effect of over 20% in size
Target sequence (P02791 2-175 limits assumed): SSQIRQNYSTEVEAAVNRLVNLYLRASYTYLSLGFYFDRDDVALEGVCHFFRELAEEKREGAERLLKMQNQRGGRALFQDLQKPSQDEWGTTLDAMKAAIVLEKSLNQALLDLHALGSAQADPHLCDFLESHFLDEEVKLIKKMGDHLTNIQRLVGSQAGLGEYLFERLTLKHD
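Probe: 1-aminoanthracene (50% saturated, PBS). Protein: horse-spleen apoferritin, 10 uM. Incubation: 10 min, room temperature. Detection: 380 nm excitation, 535 nm emission. Analysis: normalized response, four-parameter Hill.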
D1 ag: Allosteric Agonists of the Human D1 Dopamine Receptor: qHTS | D(1A) dopamine receptor (Homo sapiens), P21728 | activation, % at 2 µM | 1% of 360,000 active | HEK293 T-REx D1 cells, calcium flux, agonist mode | AID 504660, 2011; in the data active = activation above about 30%; note: 0% is about no effect
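Inducible HEK293 T-REx D1 cells, force-coupled to calcium signalling, were plated at 4000 cells/well with tetracycline and held overnight at 30 C. After no-wash calcium dye loading, compound-evoked calcium rise over 180 s flagged agonists.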
D2 PAM: HTS Assay for Positive Allosteric Modulators of the Human D2 Dopamine Receptor: Primary Screen for Potentiators. D(2) dopamine receptor (Homo sapiens), P14416. HEK293 T-REx D2, calcium flux, EC20 dopamine potentiation. potentiation, % at 10 µM. 0.34% of 340,000 active. AID 485347, 2010;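 active = potentiation over 3 SD above the plate norm, cut at about 30% in these data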; note: 0% is about no effect
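Tetracycline-induced Hek293 Trex D2 cells, force-coupled to calcium, loaded with no-wash calcium dye. Compound added with 180 s kinetic read for agonism, then EC20 dopamine and a further 180 s read for potentiation.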
The depositor's hits bear a star; ? = inconclusive; . = not tested or not shown; & = joins results of further samples; [ ] = remark or other dose. Unless noted, calls come from the whole dose curve; as a rule, active = well fitted curve in the direction sought with a large enough effect; inconclusive = small, poorly fitted or top-dose-only effect, or another doubt; inactive = no such curve, though single readings can be large; an effect the other way counts as inactive or inconclusive. Some of the compounds tested, so the mix of outcomes need not match the whole.

The first four records, to show the layout:
Values run as follows: D1 potentiator, RXFP1 antag, RXFP1 agonist, TRHR PAM, D1 antag, TRHR agonist, Anesthetic bind, D1 ag, D2 PAM
CC(=O)N1c2ccccc2C2CCCC[C@H]21 (stereo partly specified)
→ -1, ., 0.0%, 1, -2, -0.2, ., -1, -1
COc1ccc(NC(=O)Cc2ccccc2)cc1
→ -1, -1, -1.4%, 5, -12, 0.1, -7%, -1, 10
CC(=O)Oc1ccc(-c2csc(Nc3ccc(Cl)cn3)n2)cc1
→ -9, -2, -0.6%, 8, -28, 0.4, -9%, 2, 19
O=C(O)c1[nH]c2ccccc2c1C(c1ccccc1)c1c(C(=O)O)[nH]c2ccccc12
→ -3, -2, 3.5%, 2, 4, 0.1, 1%, 4, 6

All compounds of this part, from the start:
Values run as follows: D1 potentiator, RXFP1 antag, RXFP1 agonist, TRHR PAM, D1 antag, TRHR agonist, Anesthetic bind, D1 ag, D2 PAM
CC(=O)N1c2ccccc2C2CCCC[C@H]21 (stereo partly specified)
→ -1, ., 0.0%, 1, -2, -0.2, ., -1, -1
COc1ccc(NC(=O)Cc2ccccc2)cc1
→ -1, -1, -1.4%, 5, -12, 0.1, -7%, -1, 10
CC(=O)Oc1ccc(-c2csc(Nc3ccc(Cl)cn3)n2)cc1
→ -9, -2, -0.6%, 8, -28, 0.4, -9%, 2, 19
O=C(O)c1[nH]c2ccccc2c1C(c1ccccc1)c1c(C(=O)O)[nH]c2ccccc12
→ -3, -2, 3.5%, 2, 4, 0.1, 1%, 4, 6
COc1ccc(-c2nnc(SC3CCOC3=O)n2C2CCCCC2)cc1OC (stereo unspecified)
→ 0, -2, 2.5%, -9, 6, 0.1, -9%, 7, 13
CCSc1nnc(NC(=O)COc2cccc3ccccc23)s1
→ 2, -9, 0.7%, 8, 0, 0.4, -1%, 2, -3
COC(=O)C1=NNC(C(=O)c2ccco2)C1c1ccc(OC)cc1 (stereo unspecified)
→ 7, 1, -0.1%, -2, 7, -0.1, -7%, -1, -4
Cc1cc(-c2ccccc2)nc2cc(C(=O)Nc3ccc(Cl)c(Cl)c3)nn12
→ 3, -26, 5.3%, -9, 2, 0.4, -17%, 2, .
Clc1ccc(-c2cn3cccnc3n2)cc1Cl
→ 4, -3, 2.1%, -6, -1, -0.1, -5%, -1, -2
CC(C)NC(=O)c1ccc2c3n(nc2c1)-c1ccccc1CO3
→ 5, ., -3.0%, -3, -10, -0.1, 9%, 2, 9
Cc1ccnc(N2C(=O)c3ccccc3C2Nc2cccc(C)c2C)c1 (stereo unspecified)
→ 0, -6, 0.1%, 13, -6, -0.9, 3%, 3, 3
CC(C)c1ccc(CNc2ccc(N3CCOCC3)cc2)cc1
→ -4, -7, -2.7%, 1, -6, -0.6, -21%, 3, .
O=C(NNC(=O)c1ccccc1O)c1cc2ccccc2o1
→ -2, -1, -0.3%, 3, -4, -0.5, ., 5, 2
O=C(Cc1c(O)c2ccccc2[nH]c1=O)NCc1ccccc1
→ -3, -7, 2.9%, 1, 27, -1.3, -8%, 3, -2
O=C(N/N=C/c1ccc(O)c(O)c1)c1cccc(S(=O)(=O)N2CCCCC2)c1
→ -2, -5, 0.5%, 2, 22, 0.5, -23%, -3, -22
Cc1cc(C(=O)COC(=O)C2=NNC(=O)CC2)c(C)n1CCc1ccccc1
→ 4, -3, -0.6%, -5, -5, -0.4, ?, 3, -14
Cc1ccc(NS(=O)(=O)c2cccc(C(=O)NCC(c3cccs3)N3CCOCC3)c2)cc1 (stereo unspecified)
→ -1, 1, 0.3%, -11, -1, 0.3, ., 15, 16
O=C(O)C1CCCCC1C(=O)NC1C2CC3CC(C2)CC1C3 (stereo unspecified)
→ 5, -3, -2.2%, -2, -5, 0.4, -8%, 4, -2
C#CCn1ccc(O)c(Cc2c(F)cccc2Cl)c1=O
→ -5, 1, 1.4%, -7, 6, -0.2, -5%, 0, -3
Cc1ccc(S(=O)(=O)c2cc3c(=O)n4ccccc4nc3n(C3CCCCC3)c2=N)cc1
→ -5, 3, -0.1%, 6, 6, -0.3, -2%, 3, 5
Cn1cccc1C(=O)N1CCN(S(=O)(=O)c2ccccc2)CC1
→ -1, 3, 0.0%, 1, 3, -0.4, ., 0, -2
COc1ccc(-n2c(=O)c3c4c(sc3n(CC(N)=O)c2=O)CCCCC4)cc1
→ -4, 5, 1.3%, -3, -11, 0.1, -6%, 0, 6
O=C(NC(=S)Nc1nc(-c2ccc(Br)cc2)cs1)c1ccco1
→ -7, 2, 3.2%, -6, -9, -0.3, -9%, -2, -3
CCOC(=O)Nc1cc(NC(=O)OCC)c(C)nc1C
→ -4, -6, 0.9%, 5, -13, 0.0, 4%, 3, 5
CCOc1ccc(C2C(C(=O)c3ccco3)=C(O)C(=O)N2CCCn2ccnc2)cc1OC (stereo unspecified)
→ 7, 7, 2.7%, 7, -1, 1.1, -9%, 0, 4
Cc1cc([N+](=O)[O-])cc2c1NC(=O)C2(O)N1CCCCCC1 (stereo unspecified)
→ 3, 1, 5.0%, -1, 7, 0.1, -5%, 1, 7
Cc1ccc(S(=O)(=O)Oc2ccc(/C=N/NC(=O)c3nn(C)cc3Cl)cc2)cc1
→ -5, 7, 0.2%, 12, 0, 0.5, -10%, 1, 2
Cc1cccc(NC(=O)CSc2ccc(-c3sc(-c4ccccc4)nc3C)nn2)c1C
→ 3, -12, 6.4%, -6, -1, 0.5, 0%, 7, -7
O=C(CN(C(=O)c1ccco1)c1cccc(F)c1)NCc1ccc(F)cc1
→ -3, 10, 0.2%, -3, -8, -1.7, ?, 5, -4
CCCOc1ccc(C(=O)NCCN2CCOCC2)cc1
→ -7, -14, 0.4%, -3, 17, -0.2, -10%, 2, -5

Next section:
Values run as follows: D1 potentiator, RXFP1 antag, RXFP1 agonist, TRHR PAM, D1 antag, TRHR agonist, Anesthetic bind, D1 ag, D2 PAM
CCN1CCN(c2cc(C)c3cc(NC(=O)c4cccc(C(F)(F)F)c4)ccc3n2)CC1
→ -1, -4, 2.2%, -1, -4, -0.3, 37%[activator], 0, 6
Cc1ccc(S(=O)(=O)N2CCN(c3ccccn3)CC2)cc1
→ -4, -13, 2.3%, -9, 9, -0.3, -8%, 2, 7
Cc1ccc(-c2ccc(SCC(=O)N3CCN(c4ccccc4)CC3)nn2)cc1
→ 3, -5, -0.3%, 3, 5, 0.4, -5%, 0, 4
O=C(C1CCN(S(=O)(=O)c2ccc(Cl)cc2)CC1)N1CCOCC1
→ 0, -6, -0.5%, -5, 2, -1.1, 0%, 6, 4
O=C(O)c1ccccc1C(=O)NCCCCCCNC(=O)c1ccccc1C(=O)O
→ -1, -10, 0.8%, -5, 1, 0.8, -13%, 4, 18
Nc1nnc(CC(=O)N/N=C\c2cc([N+](=O)[O-])ccc2O)s1
→ -7, -16, -1.4%, 5, 7, 0.7, -2%, 4, -6
O=c1oc2ccccc2cc1NCc1ccccc1O
→ -4, 8, 9.5%, -1, -29, -0.1, ?, 11, -3
COCC(=O)Nc1ccc(Nc2ccccc2)cc1
→ 8, 7, -1.8%, -6, 13, 0.0, 1%, 4, .
COc1ccccc1C(=O)c1nc2ccccc2n1C
→ -11, -7, 5.0%, 27, 3, -1.5, ?, 5, 26
COc1ccc(NC(=O)c2ccc(NC(=O)c3nc4nc(C)cc(C)n4n3)cc2)cc1
→ -1, -22, 11%, 6, 4, -0.1, ., 5, 5
COc1ccc(/C=N/NC(=O)c2cccc([N+](=O)[O-])c2)cc1OC
→ -5, -6, 1.6%, -13, -19, 0.1, -9%, 0, -6
CCC(=O)N1c2ccccc2CC1C(=O)NCCc1ccc(OC)cc1OC (stereo unspecified)
→ 0, -12, 6.0%, 1, 9, 0.1, -19%, -1, 0
Cn1ccnc1Sc1ccc(C=O)cc1[N+](=O)[O-]
→ -5, 7, 0.7%, -6, 34, 0.1, -13%, 0, -2
NNC(=O)C(=O)Nc1ccc(Cl)c(Cl)c1
→ -2, -12, -1.5%, -8, -13, 0.5, -9%, 5, -11
Cc1c(Br)c([N+](=O)[O-])nn1CCCC(=O)Nc1c(C)n(C)n(-c2ccccc2)c1=O
→ -13, -3, 1.9%, 12, -18, 1.6, -8%, 1, -6
O=C(CSc1nc(=O)[nH]c2c1CCCC2)Nc1ccc(F)cc1F
→ -2, -11, 0.0%, 15, 5, -0.3, ., 0, 18
Cn1c(SCC(N)=O)nnc1C1CCN(C(=O)NCc2ccccc2)CC1
→ 1, 6, -0.2%, -4, -2, 1.4, -9%, 1, 3
C=CCN(c1ccc(F)cc1)S(=O)(=O)c1cc(C(=O)NC2CCC(O)CC2)ccc1Cl (stereo unspecified)
→ 1, -14, -0.3%, 4, 5, -0.4, ., 1, -1
Cc1ccc(CN(C#N)c2nc(C)cc(C)n2)cc1
→ -1, 7, 2.8%, 5, -16, -0.2, -21%, 4, -2
O=C(NCc1cccc(Cl)c1)c1ccc(S(=O)(=O)Nc2cccc(C(F)(F)F)c2)cc1
→ 0, -12, 4.2%, 7, -8, 1.3, -23%, 8, 15
CCc1ccc(C(=O)c2cn(CC(=O)Nc3cc(F)ccc3F)c3nc(C)ccc3c2=O)cc1
→ -1, 0, 5.9%, 2, 49, -0.7, ?, 1, 3
CC(C)(C)[C@H]1C=C(C(=O)N2CCN(Cc3ccccc3)CC2)O[C@@H](OCCCCO)C1
→ 4, ., -0.7%, 3, 21, 0.1, -12%, 1, 2
COCCNC(=O)C(=O)NNC(=O)CCc1ccccc1
→ -6, 5, -1.1%, 0, -8, 0.0, -4%, 2, 15
CC(=O)c1cc(Cc2csc(C(C)=O)c2)cs1
→ -4, -4, 1.2%, 2, -9, -0.6, ?, 1, -1
COC(=O)C1C(=O)C(C(=O)c2ccccc2)C(=O)CC1(C)C (stereo unspecified)
→ 5, -8, -5.3%, 5, -5, -0.1, -6%, 2, -10
N#Cc1nc(NCC(F)F)nc(Nc2cc(F)cc(F)c2)n1
→ 0&-6, ., 0.1%, 0&-4, -20&-15, -2.8&0.2, ., 2&0, 13
CC1=C(C#N)C(=O)N(C2CCS(=O)(=O)C2)C(=O)/C1=C\c1ccco1 (stereo unspecified)
→ -4, ., 0.9%, -3, -9, 1.1, -11%, 2, 0
